Assay outcomes (PubChem)
FN deposition inh: fibronectin deposition inhibition; hit rate 0.086% among 350,000; inhibition, % at 12.6 µM; AH1F fibroblasts, Alexa488-fibronectin deposition fluorescence, overnight;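 active = mean inhibition across replicates of 30% or more, regardless of how many single replicates reach that level; inconclusive = mean under 30% yet at least half of replicates reach 30%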;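 note: positive control wells lacked labelled fibronectin entirely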
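Assay system: AH1F fibroblasts / Quantity: 10000 cells per well / Medium: DMEM plus 2% serum, read in PBS / Reagent: labelled fibronectin 24 nM / Dosing: single dose, pinned / Times: 1 h cell attachment, overnight exposure to compound and label / Signal: fluorescence, ex 485 nm, em 525 nm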
RAD52 anneal inh: blocks human RAD52 DNA annealing; P43351; recombinant RAD52 DNA annealing, FRET fluorescence; inhibition, % at 18.7 µM; hit rate 0.46% among 360,000; AID 651710;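 active = every replicate showing at least 50% inhibition; inconclusive = mean inhibition at least 50% but not in every replicate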
Target sequence (P43351 whole entry, looked up): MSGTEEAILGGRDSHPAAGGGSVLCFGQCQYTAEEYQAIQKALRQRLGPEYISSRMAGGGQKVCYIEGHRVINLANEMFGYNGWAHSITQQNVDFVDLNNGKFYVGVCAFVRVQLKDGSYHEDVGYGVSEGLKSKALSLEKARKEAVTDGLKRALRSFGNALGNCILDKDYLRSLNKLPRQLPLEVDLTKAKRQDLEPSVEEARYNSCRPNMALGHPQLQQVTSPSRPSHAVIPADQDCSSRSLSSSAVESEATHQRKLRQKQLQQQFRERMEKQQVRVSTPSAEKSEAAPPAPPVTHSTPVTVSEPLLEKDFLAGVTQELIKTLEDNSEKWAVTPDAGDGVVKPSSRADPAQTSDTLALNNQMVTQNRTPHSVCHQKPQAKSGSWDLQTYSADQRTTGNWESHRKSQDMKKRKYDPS
RAD54 inh: inhibitors of human RAD54 branch migration | RAD54 Holliday junction branch migration, FAM/BHQ fluorescence | inhibition, % at 10.4 µM | hit rate 0.14% among 360,000 | AID 602329;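 active = mean normalized replicate activity at least 40 and at least half of replicates scoring 40 or more; inconclusive = only one of the two criteria met; inactive = mean below 40 and under half of replicates reaching 40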;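 note: 0% = median of neutral control wells and 100% = median of positive control wells; inhibitors cause a drop in the FAM fluorescence signal; in these data hits start at about 50%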
Xi reactivation: X-chromosome reactivation activator. XiGFP mouse fibroblasts, % GFP-positive cells imaging, 3 d; cells co-treated with 5-aza-dC sensitizer; scaled so ellipticine positive control = 100%. activation, % at 7.58 µM. hit rate 0.055% among 360,000. AID 743238;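 active = mean normalized replicate activation at least 10% and every replicate at or above 10%; inconclusive = only one of the two criteria met; inactive = mean below 10% and not all replicates reach 10%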;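 note: 0% = median of on-plate neutral control wells and 100% = ellipticine 6 µM median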
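Material: XiGFP fibroblasts, SV40-immortalized; Buffer or medium: DMEM containing 5-aza-dC; Compound dosing: single point; Times: 3 days compound exposure.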
E-selectin induc: E-selectin induction on HUVECs | HUVEC E-selectin immunofluorescence imaging; normalized: neutral wells 0, TNF-alpha wells 100 | activation, % at 7.58 µM | hit rate 0.37% among 260,000 | AID 686992;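 active = mean E-selectin-positive cell signal at least 10% of the positive control, reached in at least 60% of replicates, without over 20% cell loss; inconclusive = no rule given, readout overlaps actives, possibly toxicity-flagged; inactive = the rest, including those meeting only one limit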;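 note: in these data hits start at about 27%; measured in HUVEC primary endothelial cells; signal is the percent of cells scored E-selectin positive by PE staining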
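Test system: HUVEC; input: 3,000 HUVEC/well; measured by: immunofluorescence imaging; read-out: % PE-positive cells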
esBAF inh: inhibitors of esBAF chromatin remodeling in mouse ES cells | hit rate 2% among 350,000 | Bmi1-luciferase knock-in reporter, 24 h; 100% = twice the neutral-well signal | reporter increase, % at 12.5 µM; in the data active = activation above about 40%; inconclusive = no clear call, values can overlap the other calls;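 note: 0% = median of the plate's neutral control wells and 100% = double that signal; a rise in the Bmi1 reporter signal indicates esBAF inhibition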
S100A4 inh HTS: blocks human S100A4 binding to myosin IIA peptide; AID 652163; S100A4/TAMRA-MyoIIA peptide fluorescence polarization; inhibition, % at 10.7 µM; hit rate 0.14% among 360,000; P26447;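 active = mean inhibition of at least 70% across replicates, with every replicate also reaching that level; inconclusive = mean inhibition reaches 70% but some replicates fall short; inactive = mean inhibition below 70%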
Target sequence (P26447 whole entry, looked up): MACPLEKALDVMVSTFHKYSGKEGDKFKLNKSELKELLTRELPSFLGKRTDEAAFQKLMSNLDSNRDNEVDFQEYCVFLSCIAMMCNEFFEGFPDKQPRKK
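Test system – S100A4 monomer (human) · Compound – single-point compound testing · Schedule – 5 min incubation before reading · Probe or stimulus – TAMRA-labelled myosin IIA heavy-chain peptide probe, 5 nM · Benchmarks – neutral control DMSO, positive control TFP · Medium – Calcium-containing HEPES buffer, pH 7.2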
EWS-Fli block: inhibitors of EWS/Fli oncoprotein transcriptional activity | A673 NR0B1-luciferase reporter, viability-normalised | inhibition, % at 12.6 µM | hit rate 0.67% among 350,000 | AID 651661;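 active = mean inhibition of at least 50% after viability correction, with every replicate also passing that limit; inconclusive = mean reaches 50% but only one of two replicates passes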;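 note: firefly luciferase signal divided by Alamar Blue viability fluorescence both relative to DMSO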
* = called active by the depositor; ? = inconclusive; nt = not tested or not shown; & = joins results of further samples.

SMILES	FN deposition inh	RAD52 anneal inh	RAD54 inh	Xi reactivation	E-selectin induc	esBAF inh	S100A4 inh HTS	EWS-Fli block
CC=Cc1ccc2n(c1=O)C[C@H]1[C@H](CO)[C@@H](C(=O)NCCC)N(CCC(F)(F)F)[C@@H]21 (mixture of isomers)	nt	-13	-22	0.3	-0.3	-2	-5	-3
CCN(CC)CCCN1C=C2C(=O)C(C)(OC(=O)C3CCCC3)C(=O)C=C2C=C1c1ccsc1 (configuration not stated)	6	-53	10	-0.3	0.1	-3	-1	-2
C[C@@H]1CN([C@@H](C)CO)C(=O)c2cccc(NC(=O)Nc3ccc(F)cc3)c2O[C@H]1CN(C)S(=O)(=O)c1cccs1	-4	2	-3	0.1	0.1	0	?	-6
Cc1ccc(NC(=O)CCc2c(C)nn(-c3ccc(N4CCOCC4)nn3)c2C)cc1F	-4	-2	5	0.0	nt	53*	1	-78
CCCC#Cc1cnc2c(c1)C(=O)N([C@H](C)CO)C[C@H](C)[C@@H](CN(C)Cc1ccncc1)O2	-1	5	-6	-0.4	0.2	2	-5	-5
O=C(c1cccc(Br)c1)N1CCN(c2cnn(-c3ccccc3)c(=O)c2Cl)CC1	-7	-8	nt	0.2	-0.6	nt	4	1
COc1cccc(C2CCCN2Cc2nc(-c3cnccn3)no2)c1 (configuration not stated)	8	-26	4	0.1	0.7	11	0	-4
CCN(CCCCCN(C)C)Cc1cc2ccccc2o1	5	-4	10	0.0	0.1	-6	-9	7
CC(C)OC(=O)NC(Nc1ccccc1C(=O)O)(C(F)(F)F)C(F)(F)F	6	-16	nt	0.4	-0.3	2	-1	3
Cc1n(C)c2cc(Cl)ccc2[n+]1Cc1ccccc1	6	-18	nt	0.0	nt	nt	-2	4
O=C(Oc1ccc(-c2nnco2)cc1)c1ccc(Br)o1	0	-23	12	0.2	-0.1	3	-14	3
COc1ccc(N2C(=O)CSC23C(=O)N2c4c(cccc43)C(C)=CC2(C)C)cc1 (configuration not stated)	nt	1	-4	nt	nt	-1	0	-8
C[C@H](CO)N1C[C@H](C)[C@@H](CN(C)C(=O)C2CCOCC2)Oc2ncc(C#CC(C)(C)O)cc2C1=O	nt	9	-4	0.2	0.1	1	5	-5
COc1ccc(Nc2nc(-c3cc4cccc(OC)c4oc3=O)cs2)cc1	-8	-10	nt	0.1	nt	nt	-1	-42
O=C(c1ccccc1)N1N=C(c2ccc(F)cc2)CC1c1ccc(F)cc1 (configuration not stated)	0	-6	0	0.0	nt	-1	-3	3
COC(c1ccccc1)c1nnc(CCC(=O)N(C)CCOc2ccccc2)o1 (configuration not stated)	-7	-3	nt	0.0	nt	nt	-3	-80
N#C[C@H]1[C@@H](c2ccc(C#CC3CCCC3)cc2)[C@H](CO)N1C(=O)Nc1ccc(F)cc1	-7	-45	-14	0.0	-0.1	-2	-5	-8
C[C@H]1CN([C@@H](C)CO)S(=O)(=O)c2ccc(-c3cccnc3)cc2O[C@@H]1CN(C)C(=O)NC1CCCC1	-21	21	0	-0.3	4.7	-5	-1	-5
COc1ccc2c3c(n(C)c2c1)[C@H](CO)N(C(=O)c1ccc(F)cc1)CC31CN(C)C1	nt	9	nt	0.2	-0.6	nt	-3	2
CC(NC(=O)c1cccnc1)C(=O)O (configuration not stated)	1	-8	-11	0.1	0.4	0	-10	-9

A different layout for 3 compounds above:
> C[C@H](CO)N1C[C@H](C)[C@@H](CN(C)C(=O)C2CCOCC2)Oc2ncc(C#CC(C)(C)O)cc2C1=O
  FN deposition inh: nt
  RAD52 anneal inh: 9
  RAD54 inh: -4
  Xi reactivation: 0.2
  E-selectin induc: 0.1
  esBAF inh: 1
  S100A4 inh HTS: 5
  EWS-Fli block: -5
> COc1ccc(Nc2nc(-c3cc4cccc(OC)c4oc3=O)cs2)cc1
  FN deposition inh: -8
  RAD52 anneal inh: -10
  RAD54 inh: nt
  Xi reactivation: 0.1
  E-selectin induc: nt
  esBAF inh: nt
  S100A4 inh HTS: -1
  EWS-Fli block: -42
> O=C(c1ccccc1)N1N=C(c2ccc(F)cc2)CC1c1ccc(F)cc1 (configuration not stated)
  FN deposition inh: 0
  RAD52 anneal inh: -6
  RAD54 inh: 0
  Xi reactivation: 0.0
  E-selectin induc: nt
  esBAF inh: -1
  S100A4 inh HTS: -3
  EWS-Fli block: 3

Continued.
SMILES	FN deposition inh	RAD52 anneal inh	RAD54 inh	Xi reactivation	E-selectin induc	esBAF inh	S100A4 inh HTS	EWS-Fli block
CC(O)CC(C(=O)NNc1ccccc1)C(=O)NNc1ccccc1 (configuration not stated)	-7	-6	nt	0.1	nt	-3	0	5
Cc1ccc(SCCC(=O)NC(C(C)C)C(C)C)cc1	-8	-4	nt	-0.1	nt	nt	-10	-7
CCCCS(=O)(=O)N1CCN(S(=O)(=O)c2cccs2)CC1	nt	-13	-9	0.7	0.1	-10	2	5
Oc1cccc(C=NN=C2c3ccccc3-c3ccccc32)c1	1	-11	nt	0.4	-0.4	nt	5	-3
COc1ccc(CNC(=O)C2CC(C)=CCC2C(=O)O)cc1 (configuration not stated)	0	-10	-8	-0.1	nt	-13	2	-5
CCCCOc1ccc(C(C)NC(=O)CCS(=O)(=O)Cc2ccc(Cl)cc2)cc1 (configuration not stated)	-1	nt	0	0.3	-0.1	nt	nt	nt
O=C(CCCc1nc2ccccc2s1)N1CCN(c2ccccc2)CC1	4	-11	nt	0.0	-0.1	-3	-1	-3
Cc1noc(C)c1S(=O)(=O)N(C)C[C@@H]1Oc2ccc(NC(=O)Nc3cccc4ccccc34)cc2CC(=O)N([C@H](C)CO)C[C@H]1C	3	-6	3	-0.1	0.3	5	-2	-1
C/C(=N\N1CCN(c2ccc(Cl)cc2)CC1)c1cccc([N+](=O)[O-])c1	-6	-9	-7	0.0	0.0	2	1	-3
CN(C)c1ccc(C(=S)N2CCN(c3ccc([N+](=O)[O-])cc3)CC2)cc1	-14	0	-3	0.0	0.8	1	-2	16
CO[C@H]1CN(C)C(=O)c2cc(NC(=O)C3CC3)ccc2OC[C@H](C)N(CC2CC2)C[C@@H]1C	nt	1	-4	0.2	-0.3	-3	-12	1
Nc1ccc(Nc2ccc([N+](=O)[O-])cc2[N+](=O)[O-])cc1	nt	-2	nt	0.2	nt	nt	-2	-19
C[C@H]1CN([C@@H](C)CO)C(=O)Cc2cc(NS(=O)(=O)c3cccs3)ccc2O[C@H]1CN(C)CC1CCCCC1	-19	20	-8	0.3	-0.1	-4	5	-7
O=C(c1cnc(Cl)c(Cl)c1)N1CCC(Cc2ccccc2)CC1	4	-10	nt	0.1	nt	nt	-3	-13
Cc1ccc(N(CC(=O)NC2CCCC2)C(=O)CCC(=O)Nc2nccs2)cc1C	2	-10	6	0.1	-0.1	1	2	6
O=C(O)c1ccc(-c2nn3c(=O)cc(N4CCNCC4)nc3s2)cc1	4	-6	4	0.0	nt	-10	-2	-5
O=C(O)c1cc(-c2cccs2)nc2ccc(Br)cc12	-4	-1	nt	0.3	0.1	nt	5	1
CCC(C)N1C(=O)/C(=C/c2c(NCCCOC(C)C)nc3c(C)cccn3c2=O)SC1=S (configuration not stated)	2	-203	-22	nt	-1.9	-5	65	nt
CCOC(=O)/C(=N\O)C1=NC(C)(C)Cc2ccccc21	2	-27	nt	0.3	2.7	nt	-5	9
CCOCC(O)CSCc1ccc(Cl)cc1 (configuration not stated)	0	-5	3	nt	nt	-2	8	nt
CCOc1ccc(NC(=O)CC2C(=O)NCCN2C(=O)Nc2ccccc2)cc1 (configuration not stated)	0	-7	0	0.2	-0.1	-1	0	nt
C[C@@H]1CCCCO[C@H](CN(C)S(=O)(=O)c2ccc(F)cc2)[C@@H](C)CN([C@H](C)CO)C(=O)c2cc(NC(=O)Nc3cccc4ccccc34)ccc2O1	-9	-9	0	0.0	0.0	-3	-65	-2
N#Cc1cccc(-c2ccc([C@@H]3[C@@H](CO)N4CCCCN(S(=O)(=O)c5ccccc5)C[C@@H]34)cc2)c1	nt	0	-5	0.1	-0.5	2	nt	-9
CCOc1ccc(N2C(=O)CC(C(C)c3ccccc3)C2=O)cc1 (configuration not stated)	4	0	2	0.1	nt	16	-6	11
C[C@H](CO)N1C[C@H](C)[C@H](CN(C)CC2CC2)OCCCC[C@H](C)Oc2ccc(NC(=O)Nc3ccc(C(F)(F)F)cc3)cc2C1=O	nt	54*	nt	0.4	0.1	nt	0	5
C[C@H](CO)N1C[C@H](C)[C@@H](CN(C)S(=O)(=O)c2cccs2)OCCCC[C@H](C)Oc2ccc(NC(=O)CCC(F)(F)F)cc2C1=O	nt	-53	-5	0.2	0.3	3	-13	5
COc1cccc(N2CCN(C(=O)c3cn(Cc4ccccc4)nc3-c3cccnc3)CC2)c1	-10	-2	-8	1.4	-0.6	-11	0	57*
COc1ccc(NC(=O)N(C)C[C@H]2Oc3ccc(NC(=O)CCN4CCOCC4)cc3C(=O)N([C@H](C)CO)C[C@@H]2C)cc1	-3&1	-11&-11	-12&0	0.0&0.0	-0.1&0.0	-3&2	2&-22	-12&-9
COc1cc(NC(=O)Nn2cnnc2)cc(OC)c1OC	6	-10	-4	0.2	2.7	-11	10	2
O=C(NN=C1CCCCCC1)c1ccc(Cl)s1	-1	-20	1	0.8	nt	0	-3	-16
CCc1cccc2c(C=C(C#N)C#N)cn(CC(=O)N3CCCCC3)c12	nt	-12	nt	nt	nt	-2	-1	2
COc1ccc(CCNC(=O)COc2cc(O)c3c(c2)OC(C)(C)CC3=O)cc1OC	nt	-13	1	nt	nt	-7	-5	4
C/C(=N\NC(=O)CO/N=C(\C)c1cccs1)c1ccc(N)cc1	-4	-47	5	0.1	0.1	nt	-3	4
Cc1cccc(N(C(=O)c2snc(C(N)=O)c2N)C(C(=O)NC2CCCC2)c2ccco2)c1 (configuration not stated)	-16	-2	-15	0.0	nt	13	-5	1
NC(=O)c1ccc(Nc2nc(C(N)COCc3ccccc3)cs2)cc1 (configuration not stated)	9	-18	6	-0.1	-0.1	0	-4	-10
CO[C@@H]1CN(C)C(=O)c2cc(NC(=O)C3CC3)ccc2OC[C@@H](C)N(Cc2ccc(F)cc2)C[C@@H]1C	-12	-6	7	-0.5	0.0	3	0	1
COc1ccc(C)cc1NC(=O)C(=O)c1cn(CC(=O)N2CCCC2)c2ccccc12	8	2	4	0.1	-0.1	-1	-23	nt
COc1cccc(/C=N/NC(=O)c2ccoc2C)c1O	9	-15	-7	-0.3	nt	-28	-3	-45
CC1(CCc2ccccc2)NC(=O)N(CC(=O)N2CCc3ccccc32)C1=O (configuration not stated)	5	-5	5	-0.2	0.1	-3	8	3
CCOc1ccccc1NC(=O)n1ncc2c(C)cccc21	3	-11	2	0.0	0.4	13	3	-24
OCCNCc1cccc(OCc2ccccc2Cl)c1	10	2	nt	0.1	1.0	nt	2	8
CC1(C)CC(C#N)(N2CCOCC2)CCO1 (configuration not stated)	-3	-5	-17	nt	nt	-6	-4	nt
Cc1cccc(Cn2nc(C)cc2NC(=O)Cn2cc([N+](=O)[O-])cn2)c1	nt	-17	-1	-0.1	nt	-5	1	4
O=C(c1ccc2nc(N3CCOCC3)sc2c1)N1CCN(C(=O)c2ccco2)CC1	5	-21	6	0.1	-0.1	-1	-2	-4
